Bioassay records: PubChem, several laboratories
West Nile antiviral = inhibition of WNV-induced cytopathic effect – cell-based, CPE readout (AID 1621) | CPE inhibition, % at 10 µM; hits with a dose series show IC50 in µM | West Nile virus-infected cells, CPE inhibition; higher % means a stronger effect | 290,000 compounds, 0.02% hits; in the data active = a potency from the dose series; inconclusive = CPE inhibition mostly from about 3.7% at the one dose, without a potency; inactive = the rest, 99 in 100 with CPE inhibition below about 2.2%; also: strong numbers were not always called active
Large T inhibition = SV40 large T antigen inhibitors, biochemical (AID 1903); one-dose inhibition, % at 20 µM; IC50 in µM for titrated hits; 310,000 compounds, 0.39% hits; SV40 large T antigen ATPase/helicase inhibition assay; higher % means a stronger effect; in the data active = a potency from the dose series; inconclusive = inhibition mostly from about 32% at the one dose, without a potency; inactive = the rest, 99 in 100 with inhibition below about 32%; also: strong numbers were not always called active
PhoP inhibition = PhoP-dependent GFP reporter repression – Salmonella Typhimurium, primary screen (AID 1863). one-dose inhibition, % at 50 µM; IC50 in µM for titrated hits. S. Typhimurium PhoP-regulated promoter GFP reporter, 4 h; higher % means a stronger effect. 300,000 compounds, 0.16% hits;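 active = inhibition over 29.93%, a cutoff 3 SD above the screen mean, later confirmed by dose response; inconclusive = inhibition over 29.93% but no dose response follow-up; inactive = inhibition at most 29.93% or unconfirmed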;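 also: 0% = low Mg2+ inducing control and 100% = high Mg2+ repressing control; strong numbers were not always called active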
human PMI inhibitors = MPI inhibition at elevated mannose 6-phosphate – biochemical, fluorescence intensity, high mannose 6-phosphate, primary screen (AID 1220); 190,000 compounds, 0.66% hits; recombinant PMI enzyme, coupled fluorescence intensity; higher % means a stronger effect; inhibition, % at 20 µM, or IC50 in µM where a hit was titrated
Insulin prom up = MIN6 insulin promoter up-regulation; MIN6 insulin promoter-GFP reporter, high-content imaging; stronger effect = higher value; AID 1625; 190,000 compounds, 0.3% hits; z-score at 5 µM;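 active = z-score above 3 at 5 µM with at least 500 cells counted in the well; inconclusive = wells under 500 cells, flagged as cytotoxic or low count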
CSM14.1 death rescue = protection against thapsigargin-triggered cell killing – 384-well, CSM14.1, ATP luminescence, primary screen (AID 1222); CSM14.1 thapsigargin-induced death rescue, ATP luminescence; higher % means a stronger effect; cellular ATP content (survival), % at 20 µM; hits with a dose series show EC50 in µM; 190,000 tested, under 10 active;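 active = EC50 below 50 µM in the dose-response confirmation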;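 also: death triggered by thapsigargin at about 15 µM added after 2 h compound pretreatment; cell ATP read after overnight thapsigargin exposure of roughly 18 to 22 hours; normalized against plate controls of thapsigargin alone and 5% DMSO vehicle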
human PMI inhibition = inhibitors of human PMI, primary screen, biochemical, fluorescence intensity, coupled assay (AID 1209) | purified PMI enzyme, coupled fluorescence intensity; higher % means a stronger effect | 190,000 compounds, 0.42% hits | inhibition, % at 20 µM; hits with a dose series show IC50 in µM;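 also: plate controls were DMSO vehicle for no effect and wells lacking substrate for full effect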
TNAP activators = human TNAP enzyme activators, primary screen, biochemical, luminescent, no phosphate acceptor, uHTS (AID 1001) | purified TNAP, luminescent activation assay, no phosphate acceptor; higher activation fold means a stronger effect | one-dose activation fold at 20 µM; EC50 in µM for titrated hits | 200,000 compounds, 0.03% hits; in the data active = activation fold from about 3, or a potency from the dose series; inactive = the rest, 99 in 100 with activation fold below about 1.6; also: many of its hits are not listed in these tables
RSV CPE inhibition = RSV antiviral activity via CPE protection, HEp-2 cells, primary 10 µM value included (AID 2391). 310,000 compounds, 0.13% hits. one-dose CPE inhibition, % at 10 µM; IC50 in µM for titrated hits. HEp-2 cells, RSV-induced CPE inhibition; higher % means a stronger effect; in the data active = a potency from the dose series; inconclusive = CPE inhibition mostly from about 23% at the one dose, without a potency; inactive = the rest, 99 in 100 with CPE inhibition below about 21%; also: strong numbers were not always called active
Insulin prom up cell count = also measured in Insulin prom up; calls as there; cell count; measured here: cytotoxicity, nuclei count;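 total cells summed across four imaged fields per well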
* = called active by the depositor; ? = inconclusive; / = not tested or not shown. Rule as the data show it, unless noted: active = inhibition above about 50%; inactive = the rest.

SMILES	West Nile antiviral	Large T inhibition	PhoP inhibition	human PMI inhibitors	Insulin prom up	Insulin prom up cell count	CSM14.1 death rescue	human PMI inhibition	TNAP activators	RSV CPE inhibition
CCOc1ccc(CNC(=O)CCC(=O)N2Cc3cccc(OC)c3Oc3ncccc32)cc1	0.8%	13%	2%	/	/	/	/	/	/	0.1%
COc1cc(NC2c3ccccc3C(=O)N2Cc2ccc3c(c2)OCO3)cc(OC)c1OC (centres undefined)	-0.2%	5%	5%	16%	-0.01	983	-0.1%	6%	1	25%
CCC1CN(C(=O)N2CCC(C(=O)NCc3ccc(C)o3)CC2)c2cc(C)ccc2O1 (centres undefined)	-0.2%	6%	3%	/	/	/	/	/	/	2.6%
CC(=O)Cc1nsc(NC(=O)c2ccc(-c3cc(C(F)(F)F)ccc3Cl)o2)n1	?	5%	-13%	2%	/	/	0.1%	-2%	1.1	6.2%
C/C(Cl)=C/Cn1c(=O)c2c(nc(Br)n2Cc2ccccc2)n(C)c1=O	0.5%	6%	9%	5%	0.68	1193	1.1%	-9%	0.9	1.0%
O=C(NC(CSCc1ccccc1)C(=O)N/N=C/c1ccc(O)cc1O)c1ccc([N+](=O)[O-])cc1 (centres undefined)	?	10%	23%	3%	-4.1	531	-3.7%	9%	0.7	0.6%
CSc1nc2[nH]c3c(c2c2nncn12)CC(C)(C)OC3	0.2%	21%	1%	2%	-0.95	1338	-2.1%	7%	1.1	-0.1%
CN(C)C1(CNC(=O)C2CCN(S(=O)(=O)c3cc(Cl)ccc3Cl)CC2)CCCCC1	?	-6%	-2%	/	/	/	/	/	/	-1.4%
O=C(NCc1ccccc1)c1cc(-n2cnnc2)ccc1Cl	0.2%	-14%	26%	13%	/	/	-0.5%	10%	1.1	0.0%
CNc1c(NS(=O)(=O)c2ccc(CC(C)C)cc2)c(=O)oc2ccccc12	-0.1%	11%	-5%	/	/	/	/	/	/	0.2%
COc1cc2c(C(=O)NCCCOC(C)C)cn(CC(C)C)c(=O)c2cc1OC	1.4%	-3%	-8%	0%	0.06	1423	0.0%	0%	1	1.2%
COc1cc2c(cc1OC)C(c1cccc([N+](=O)[O-])c1)N(C(=O)CCC(=O)O)CC2 (centres undefined)	-0.1%	7%	-1%	/	/	/	/	/	/	0.7%
COc1cccc(-n2cc(C(=O)NC(C)C)c3ccccc3c2=O)c1	-0.6%	1%	-5%	/	/	/	/	/	/	-0.5%
CC(=O)Nc1ccc(S(=O)(=O)NCCC(=O)NCC2COc3ccccc3O2)cc1 (centres undefined)	-0.1%	-5%	-6%	/	/	/	/	/	/	0.0%
COC(=O)C1SCC2C(=O)N(Cc3cccc(C)c3)CC(=O)N21 (centres undefined)	0.2%	1%	1%	-2%	-0.39	1209	4.5%	-40%	1.1	0.2%
O=C(NCc1ccccc1)C(=O)Nc1nc(C23CC4CC(CC(C4)C2)C3)cs1	-0.1%	10%	6%	-14%	-0.57	1347	2.4%	21%	1.3	1.6%
O=C(Nc1ccc(F)cc1F)Nc1sccc1-c1nc2ccccc2s1	-0.4%	24%	-4%	/	-0.27	969	/	/	/	6.5%
CCOC(=O)CNc1ccc(C(=O)OCC)cc1[N+](=O)[O-]	-0.4%	-2%	-4%	-11%	0.04	1348	-3.4%	-9%	1	1.5%
O=C1NC(=O)C(CC(=O)N(Cc2ccco2)C2(C(=O)NC3CCCC3)CCCCC2)N1 (centres undefined)	/	-1%	1%	4%	0.08	962	-1.2%	18%	1.1	3.4%
NC(=O)CCC(C(=O)O)N1C(=O)c2ccc(O)cc2C1=O (centres undefined)	0.1%	5%	-6%	/	0.16	1047	/	/	/	0.2%
Cc1ccc(-c2c(C#N)c(N)nc3c2CCCCC3)o1	-0.3%	16%	-4%	25%	/	/	-1.3%	6%	1.1	19%
COC(=O)c1ccc(OCC2NCCc3cc(OC)c(OC)cc32)cc1 (centres undefined)	-0.1%	7%	-1%	/	/	/	/	/	/	-0.4%
O=C(CC1(O)C(=O)Nc2ccccc21)c1cccc(Br)c1 (centres undefined)	0.2%	13%	6%	4%	0.08	1359	-2.4%	5%	1.1	2.2%
O=C1CCCC(=O)N1c1ccc(N2CCOCC2)c([N+](=O)[O-])c1	0.1%	-2%	11%	-4%	0.47	1388	-9.2%	-9%	0.9	0.9%
COc1cccc(CC(=O)Nc2nc(-c3cccnc3)cs2)c1	0.2%	3%	-6%	-1%	-0.62	1259	6.4%	5%	0.9	6.0%
C/C(=N\NC(=O)COc1ccccc1-c1ccccc1)c1ccc(O)cc1O	-0.4%	1%	-5%	/	-2.9	834	/	/	/	4.2%
CCC(C)(C)n1nnnc1C(c1cccs1)N1CCN(c2nc3ccccc3s2)CC1 (centres undefined)	-0.6%	11%	-1%	8%	-1.2	969	0.7%	2%	1.1	4.3%
COc1ccc(-c2ccc(C#N)c(SCC(=O)OCc3ccccc3)n2)cc1OC	-0.3%	6%	17%	17%	-0.4	1462	-0.3%	10%	1.1	1.1%
COc1cccc(CNC(=O)C2CC(=O)N(C3CCCCC3)C2)c1 (centres undefined)	-0.5%	8%	13%	/	/	/	/	/	/	0.4%
O=C(c1ccco1)N1CCN(C(=O)N2c3ccccc3Sc3ccccc32)CC1	1.4%	3%	8%	17%	-3.2	742	1.4%	19%	1	4.8%
Cc1ccc(C(=O)NCC(=O)Nc2cccc(S(=O)(=O)NC3=NCCCCC3)c2)cc1C	-0.2%	8%	7%	0%	-0.12	1568	-0.7%	-2%	1.1	-0.1%
CC(=O)Oc1ccc(N2C(=O)CCC2=O)cc1	1.6%	4%	-6%	9%	0.28	1299	4.2%	16%	1.1	0.3%
CCC1=Nc2cc(C(=O)NCCN3CCCC3)ccc2Sc2ccccc21	0.2%	8%	12%	/	/	/	/	/	/	-3.3%
Cc1nc(NCCN)c(C#N)c2c1COC(C)(C)C2	/	-2%	5%	12%	-0.46	924	-0.4%	3%	1.1	1.2%
Cc1ccc2c(C)c(C(=O)NCCN3CCOC3=O)oc2c1C	0.1%	22%	-8%	/	/	/	/	/	/	2.5%
O=C(Cc1ccccc1)Nc1cccc(-c2nnc(-c3ccco3)o2)c1	-0.2%	8%	-3%	2%	/	/	0.0%	-1%	1.1	?
CC(=O)c1cccc(NC(=O)CN(C)S(=O)(=O)c2cccc3nsnc23)c1	0.5%	7%	-6%	/	/	/	/	/	/	2.0%
COc1cccc(C(=O)CSc2nc3cccnc3n2C)c1	0.2%	-4%	-10%	6%	0.86	1238	-2.5%	8%	1	3.4%
CC(C)C(C(=O)Nc1ccccc1)N1C(=O)c2ccccc2C1=O (centres undefined)	0.1%	15%	20%	8%	1.8	932	-2.0%	7%	1.1	-0.2%
Cn1c(CNc2nc3ccccc3n2C)nc2ccccc21	0.0%	-3%	9%	3%	/	/	-0.5%	-1%	1.1	9.7%
CCC(Sc1nc(C)cc(C)n1)C(=O)Nc1ccc(Cl)cn1 (centres undefined)	-0.3%	24%	1%	-5%	0.06	1230	7.1%	-8%	1	15%
CCOCCCNCc1cccc(OC)c1	-0.2%	-5%	-11%	15%	0.74	1868	-0.9%	21%	1.1	-0.2%
N/C(=N\OC(=O)Cc1cccs1)c1ccc(Cl)cc1	-0.1%	17%	-3%	/	0.37	1040	/	/	/	-0.5%
Cc1ccc(S(=O)(=O)NC(=O)NCCCN2CCOCC2)cc1	0.4%	6%	0%	/	/	/	/	/	/	2.5%
Cc1ccc(NC(=O)CSc2nc(N)c3c4c(sc3n2)CSC(C)(C)C4)cc1	-1.6%	9%	-5%	12%	-0.84	1315	-3.5%	13%	1.1	18%
O=S(=O)(NCCc1ccc(F)cc1)c1cccc2cccnc12	-0.4%	12%	7%	-2%	0.88	1465	1.1%	0%	1.1	1.6%
CCn1c(=O)c(C(=O)CN2CCN(S(=O)(=O)c3ccccc3)CC2)c(N)n(Cc2ccccc2)c1=O	-1.2%	11%	2%	0%	-0.63	1610	0.0%	-2%	1	-0.5%
O=C(COC(=O)c1cc([N+](=O)[O-])ccc1N1CCOCC1)NCCc1ccccc1	-0.2%	22%	-7%	/	/	/	/	/	/	3.3%
COc1ccc(Cl)cc1/C=N/NC(=O)c1c(-c2ccccc2)noc1C	-0.3%	26%	0%	/	/	/	/	/	/	0.9%
CCN(C(=O)C(C)Cl)c1ccccc1 (centres undefined)	-0.1%	4%	6%	-2%	0.32	1107	-0.1%	1%	1.1	4.1%

The list continues:
SMILES	West Nile antiviral	Large T inhibition	PhoP inhibition	human PMI inhibitors	Insulin prom up	Insulin prom up cell count	CSM14.1 death rescue	human PMI inhibition	TNAP activators	RSV CPE inhibition
C=CCNC(=O)c1cc(-c2ccc3c(c2)OCO3)on1	-0.4%	5%	8%	/	/	/	/	/	/	3.2%
CCOc1ccc(NC(=O)N2CCN(c3nc4ccccc4s3)CC2)cc1	/	1%	-6%	0%	-2	988	-3.0%	0%	1	-0.3%
CCOc1ccc2nc(SCC(=O)c3ccc(O)cc3O)sc2c1	-1.6%	3%	0%	/	/	/	/	/	/	2.2%
Cc1cc(NC(=O)c2ccccc2)nc(C)n1	-0.3%	12%	-9%	/	0.07	1449	/	/	/	-1.1%
COc1ccc(CNC(=O)COC(=O)c2cc(-c3ccco3)nc3ccccc23)cc1	/	7%	0%	-16%	/	/	-1.3%	1%	1	/
CCCN(CCC)C1Sc2ccc(C(=O)OC)cc2NC1=O (centres undefined)	/	4%	-8%	-9%	/	/	-1.1%	-10%	1.1	1.9%
COC(=O)CSc1nnc(-c2c[nH]c3ccccc23)o1	-0.2%	16%	6%	/	/	/	/	/	/	1.1%
Cc1nnsc1C(=O)N1CCCC(C(=O)c2ccc(C(F)(F)F)cc2)C1 (centres undefined)	-1.4%	-2%	5%	1%	-0.61	1337	-0.1%	-1%	1.1	0.7%
CC(C)(C)c1ccc(COc2ccsc2C(=O)O)cc1	/	12%	1%	-4%	0.05	1183	0.0%	-6%	1.1	2.6%
COc1ccc(OCCSc2nc3ccccc3n2CCC(=O)O)cc1	0.5%	5%	4%	/	/	/	/	/	/	1.4%
Cc1cc2c(N)cccc2nn1	-0.1%	47%	12%	-32%	1.1	1271	-0.3%	8%	1.1	0.5%
Cc1nn(CC(C)C)c(Cl)c1C(=O)N(c1ccc(Cl)cc1F)S(C)(=O)=O	0.3%	15%	6%	/	/	/	/	/	/	1.7%

Exported comma-delimited: part of the list above
mol,West Nile antiviral,Large T inhibition,PhoP inhibition,human PMI inhibitors,Insulin prom up,Insulin prom up cell count,CSM14.1 death rescue,human PMI inhibition,TNAP activators,RSV CPE inhibition
CCCN(CCC)C1Sc2ccc(C(=O)OC)cc2NC1=O (centres undefined),/,4%,-8%,-9%,/,/,-1.1%,-10%,1.1,1.9%
COC(=O)CSc1nnc(-c2c[nH]c3ccccc23)o1,-0.2%,16%,6%,/,/,/,/,/,/,1.1%
Cc1nnsc1C(=O)N1CCCC(C(=O)c2ccc(C(F)(F)F)cc2)C1 (centres undefined),-1.4%,-2%,5%,1%,-0.61,1337,-0.1%,-1%,1.1,0.7%
